Source: PubChem (several laboratories)
BH1578 lux ind: inducers of Vibrio cholerae quorum light production without autoinducers, primary screen, BH1578 luxS cqsA deficient, single point | V. cholerae BH1578 lux reporter, luminescence, 6 h | 350,000 compounds, 0.16% hits | activation, % at 18.7 µM; in the data active = activation mostly above about 9.7%, no sharp cut-off; also: not every result past the cut was called active; inactives centre near 0; reference of the scale not given here
TcdB inh: TcdB glycohydrolase inhibitors, primary screen, biochemical, single point, plate reader | 350,000 compounds, 0.24% hits | TcdB glycohydrolase enzymatic assay | Toxin B (Clostridioides difficile), P18177 | inhibition, % at 9.99 µM | AID 652162, 2013; in the data active = inhibition above about 10%
DUSP3 inh: VHR1 phosphatase inhibitors, primary screen, biochemical, absorbance, uHTS; Dual specificity protein phosphatase 3 (Homo sapiens), P51452; recombinant VHR phosphatase, pNPP absorbance; inhibition, % at 13.3 µM; 290,000 compounds, 0.52% hits; AID 1654, 2009; in the data active = inhibition above about 50%; also: some compounds called inactive have numbers as strong as hits
Target sequence (P51452 whole entry, looked up): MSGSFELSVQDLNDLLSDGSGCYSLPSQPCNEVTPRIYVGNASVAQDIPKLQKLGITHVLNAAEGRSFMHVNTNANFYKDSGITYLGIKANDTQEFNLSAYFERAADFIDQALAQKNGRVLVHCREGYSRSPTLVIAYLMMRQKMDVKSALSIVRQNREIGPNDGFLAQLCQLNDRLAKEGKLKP
Rv3671c protease: Rv3671c serine protease inhibitors, primary screen, biochemical, fluorescence polarization, M. tuberculosis H37Rv. P9WHR9. inhibition, % at 5.96 µM. 320,000 compounds, 0.048% hits. AID 2606, 2010; in the data active = inhibition above about 38%;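 also: extracellular domain of Rv3671c used as enzyme; 0% = enzyme with DMSO and 100% = no enzyme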
Target sequence (P9WHR9 whole entry, looked up, the tested form may be a part): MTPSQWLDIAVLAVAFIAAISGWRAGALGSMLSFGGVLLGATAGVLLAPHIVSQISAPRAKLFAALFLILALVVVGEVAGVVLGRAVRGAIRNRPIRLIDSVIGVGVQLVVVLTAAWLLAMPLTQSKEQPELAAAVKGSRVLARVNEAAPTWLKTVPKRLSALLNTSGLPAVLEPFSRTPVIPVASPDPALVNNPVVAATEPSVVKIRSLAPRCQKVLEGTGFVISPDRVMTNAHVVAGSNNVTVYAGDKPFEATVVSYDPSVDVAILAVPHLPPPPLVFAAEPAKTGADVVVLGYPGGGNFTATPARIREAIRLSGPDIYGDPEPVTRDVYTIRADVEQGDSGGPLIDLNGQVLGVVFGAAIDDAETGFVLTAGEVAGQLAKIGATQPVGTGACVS
MazF activator: activators of E. coli MazEF toxin-antitoxin RNase, primary screen, biochemical, fluorescence, uHTS. AID 504720, 2011. 350,000 compounds, 0.32% hits. FAM/BHQ RNA-DNA oligo cleavage fluorescence, 5 h. Endoribonuclease toxin MazF (Escherichia coli (strain K12)), P0AE70. activation, % at 20 µM; in the data active = activation above about 50%
Target sequence (P0AE70 whole entry, looked up): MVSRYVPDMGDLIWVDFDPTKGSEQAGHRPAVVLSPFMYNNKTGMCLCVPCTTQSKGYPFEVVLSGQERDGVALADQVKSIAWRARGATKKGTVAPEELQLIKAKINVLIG
PfHsp40 rescue: rescue of yeast from PfHsp40 toxicity, primary screen, S. cerevisiae, ATP luminescence | S. cerevisiae expressing PfHsp40, growth rescue | growth rescue, % at 12.5 µM | 340,000 compounds, 0.68% hits | AID 504582, 2011; in the data active = growth rescue above about 28%, passing the limit was not always enough;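 also: yeast W303a lacking pdr1 and pdr3 grown in galactose medium; growth measured after three days at 30 °C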
Anthrax LF prot: Bacillus anthracis LF protease inhibitors, primary screen, biochemical, multiplex microsphere, MLPCN library | multiplex microsphere protease cleavage assay | inhibition, % at 10 µM | 360,000 compounds, 0.12% hits | AID 588501, 2011; in the data active = inhibition above about 30%; also: plate controls were buffer without enzyme for full effect and enzyme alone for no effect
SARS 3CLpro inh: SARS-CoV 3CLpro protease inhibitors, primary screen, biochemical, quenched FRET; 290,000 compounds, 0.14% hits; recombinant SARS-CoV 3CLpro, quenched FRET peptide cleavage; AID 1706, 2009; Replicase polyprotein 1ab (Severe acute respiratory syndrome coronavirus), P0C6X7; inhibition, % at 6 µM; in the data active = inhibition above about 12%
Yp Topo-I inh: Yersinia pestis topoisomerase I inhibitors, primary screen, biochemical, cleavage product accumulation, plate reader, single point; Y. pestis Topo-I cleavage product accumulation; activity, % at 10 µM; 360,000 compounds, 0.064% hits; AID 504884, 2011; in the data active = activity above about 50%, passing the limit was not always enough; also: inactives centre near 2
PriA SSB inh: inhibitors of Klebsiella pneumoniae PriA binding to SSB C-terminal tail, primary screen, biochemical, AlphaScreen. AlphaScreen SSBct-PriA binding, biotinylated peptide. PriA–SSB C-terminal tail interaction (Klebsiella pneumoniae). 430,000 compounds, 0.6% hits. inhibition, % at 33 µM; in the data active = inhibition mostly above about 37%, no sharp cut-off; inactive = mostly below about 20%;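 also: plate controls were negative control peptide for no effect and reference peptide for full effect; strong numbers were not always called active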
* = called active by the depositor; i = inactive; . = no result given. These rows are one share of the data (hit frequency here may not be typical).

SMILES	BH1578 lux ind	TcdB inh	DUSP3 inh	Rv3671c protease	MazF activator	PfHsp40 rescue	Anthrax LF prot	SARS 3CLpro inh	Yp Topo-I inh	PriA SSB inh
Cc1cc(C)c(S(=O)(=O)NCCCN2CCOCC2)cc1Br	-1.8	.	0	-5	0	11	-1	-7	-9	-6
CCn1c(NC)cc(=O)n(C)c1=O	0.0	.	-1	-1	5	-1.2	-1	-5	0	-19
O=C(N/N=C/c1ccc(F)cc1)c1cccc(NC(=O)c2ccccc2Cl)c1	i	0.1	10	-29	12	-0.7	0	-4	-6	.
CCc1ccc(CCC(=O)Nc2sc3c(c2C#N)CCCC3)o1	-0.4	.	9	1	4	-1.1	-2	-5	13	-1
Cc1cc(C(=O)N2CC(C)CC(C)C2)n(-c2ccccc2)n1 (centres undefined)	-0.3	1.9	36	1	10	0.3	1	3	3	-8
Cc1cc(NS(=O)(=O)c2ccc3c(c2)OCCO3)no1	-0.7	-0.7	6	0	-6	-2.1	3	2	-1	-3
CCCCN(CCCNC(=O)c1ccc(CS(=O)(=O)c2c(Cl)cccc2Cl)o1)Cc1ccccc1	-0.2	2.1	76	-1	1	1.2	0	2	11	4
O=C(CSc1nnc(NC(=O)Cc2ccccc2)s1)NCc1ccco1	-0.3	-2.1	10	12	8	-0.4	-5	-1	7	-24
CCCc1cc(=O)oc2cc(OC(C)C(=O)NCCCn3ccnc3)ccc12 (centres undefined)	-0.2	2.4	44	-2	5	-1.3	1	-6	1	-4
CC1CCCCC1NC(=O)CN1CCC(NC(=O)c2cccc(F)c2)CC1 (centres undefined)	i	1.4	30	-1	-14	-1.6	8	-2	-11	-12
O=C(Nc1cc(Cl)ccc1N1CCOCC1)C1=COCCO1	i	1.3	.	6	-5	2.6	-5	.	4	-5
O=C(OCC(=O)N1CCOCC1)c1cc(S(=O)(=O)N2CCOCC2)c(Cl)cc1Cl	i	1.9	.	-4	2	0.2	-8	.	6	-6
Cc1cc(C(O)c2ncc(-c3ccccc3C)[nH]2)ccc1F (centres undefined)	-0.4	1.3	.	.	.	.	-5	.	1	.
CCCCN1C(N)=NC[C@H]1Cc1ccc(O)cc1	i	0.3	19	4	9	-1.0	6	.	0	-9
Cc1[nH]c2ccccc2c1/C=N/NC(=O)CNC(=O)c1ccccc1	-0.4	-1.7	0	3	4	-0.7	-7	7	-4	.
Cc1ccc(NC(=O)C2CCN(S(=O)(=O)c3cccnc3)CC2)cc1C	-0.4	1.6	24	-12	6	0.5	1	1	0	1
O=Nc1[nH]c(=O)c(/C=C(\O)c2ccccc2)nc1NO	-0.4	-3.8	16	.	10	-1.4	-19	-4	1	-5
CCOc1ccc(C(=O)Nc2ccc3c(c2)OCCO3)cc1	-1.8	2.4	25	-2	14	-0.7	-1	-5	-1	-9
COc1ccc(NC(=O)/C=C/c2ccc(F)cc2)cn1	i	2.0	-10	-12	0	0.2	-2	-5	6	-14
COc1cc(C(=O)Nc2cccc(-c3nc4cc(C)ccc4o3)c2C)cc(OC)c1OC	i	.	-7	14	-14	3.9	6	2	-6	5
Cc1c(Cl)cccc1NC(=O)Cn1cccc1	0.5	.	19	6	-2	-0.4	-3	0	-5	-2
Cc1cc(N2CCOCC2)nc2cc(O)ccc12	-0.3	2.2	-3	-4	-1	0.7	-7	-2	9	-19
CC(C)CCNCC(O)CON=C1c2ccccc2-c2ccccc21 (centres undefined)	-0.6	3.1	0	-10	24	-0.7	-5	4	1	-4
Cc1ccsc1/C=N/NC(=O)CNC(=O)c1cccc([N+](=O)[O-])c1C	-0.5	-1.1	-17	9	3	-1.1	-6	2	0	.
O=C(CCCN1C(=O)c2cccnc2C1=O)N1CC(=O)N(CCc2ccccc2)C(=O)C1	i	.	17	-7	-10	0.3	4	-2	-5	-9
CC(OC(=O)c1cc(=O)c2cc(Cl)ccc2o1)C(=O)N1CCCC1 (centres undefined)	i	-1.5	.	.	-1	-0.7	1	.	-3	-7
CN1C[C@@H]2C(c3ccc(Cl)nc3)C3(c4cccnc4)CC2(C3)[C@H]1c1ccccc1 (some centres undefined)	i	3.1	-4	-8	-2	-1.4	0	.	-7	-6
CCc1ccc(NS(=O)(=O)c2ccc3[nH]c(=O)[nH]c3c2)cc1	-0.3	-3.2	14	6	8	-0.2	1	6	-3	-1
C=CCn1c(-c2ccc(N)cc2)nc2ccccc21	-0.3	0.7	8	8	-7	-0.7	-8	-2	0	-4
Oc1ccc(C2C(c3ccccc3)=NN=C(c3ccc(Cl)cc3)N2O)c(O)c1 (centres undefined)	-0.2	0.0	-11	3	5	1.7	1	3	-20	22
Cc1c(N(C(=O)Cc2cccs2)C2(C(=O)NC3CCCC3)CCCCC2)c(=O)n(-c2ccccc2)n1C	-0.4	0.3	21	9	-11	0.9	-2	0	-5	-5
CNC(=O)CCn1nc(-c2ccccc2)c2ccccc2c1=O	i	.	23	0	-3	-1.3	-2	-2	-2	-13
O=C(Nc1ccc(O)c(-c2nc3ccccc3o2)c1)C1(c2ccc(Br)cc2)CCCC1	-0.1	.	7	-7	-1	0.0	0	-2	-10	-16
CCCCSC1=C(C#N)C(c2ccccc2C)CC(=O)N1 (centres undefined)	-0.3	0.7	21	-2	0	-0.2	1	2	-8	-8
CCOc1ccccc1NC(=O)C1CCN(C(=O)C2CC(=O)N(c3ccc(C)cc3)C2)CC1 (centres undefined)	-0.3	1.7	22	-5	9	-0.2	-10	-6	25	-4
CC(C)CNC(=O)CSc1nc2nn(-c3ccccc3)c(=O)c-2c2n1CCCCC2	i	0.5	9	7	-4	0.7	-2	2	-1	-10
O=C(NCC1CCCO1)c1cccc(C(=O)NCC2CCCO2)c1 (centres undefined)	-0.4	-0.8	-3	-2	6	0.5	-19	3	0	2
O=C(O)c1ccccc1C(=O)c1ccc2c(c1)CCC2	-15	-0.1	7	-8	6	-0.3	-1	4	-4	2
COc1cc(C(CC(=O)Nc2ccc(Cl)cn2)N2Cc3ccccc3C2=O)cc(OC)c1OC (centres undefined)	-0.5	2.7	27	0	-4	.	-11	-1	4	6
C=CCC1NS(=O)(=O)OC(COC)C1C (centres undefined)	i	0.4	24	1	5	-0.7	-6	-3	4	-22
Cc1cc2c(c(SCC(=O)NCCc3ccccc3)n1)C(=O)OC2	i	.	26	0	-1	-0.5	-11	3	-2	-3
CCN(CC(=O)Nc1c(F)cccc1F)C(=O)c1c(-c2ccccc2Cl)noc1C	i	1.3	.	.	3	.	-6	.	3	.
CC(=O)OCC(=O)NCC(=O)c1c[nH]c2ccccc12	-0.6	.	20	4	4	0.2	-3	-4	3	1
Cc1ccc(NC(=O)CN(C)C(=O)CSc2nncn2C)cc1	0.5	.	6	-7	3	1.5	2	1	2	-3
Cc1c(Cc2ccccc2)sc(N)c1C(N)=O	.	.	6	-4	.	.	.	-3	.	6
C=CC(O)(C#CCN(CC)CC)c1ccccc1 (centres undefined)	-0.2	.	6	4	-8	-1.8	-3	0	2	-18
CC(=O)NC(Cc1ccc(F)c(F)c1)C(=O)NC1CCN(c2nnnn2-c2ccccc2)CC1 (centres undefined)	-0.3	1.9	-17	-3	3	-0.6	-3	5	0	-6
CCN1C(=O)[C@H]2[C@@H](c3ccc(C)cc3)N3C(=O)N(c4ccccc4)C(=O)[C@@]3(Cc3ccc(Cl)cc3)[C@H]2C1=O	i	.	-3	-13	10	0.6	-3	5	1	-3
COc1cccc(-c2cc(NC=O)c3ncc(-c4cc(OC)c(OC)c(OC)c4)n3c2)c1	-0.4	0.6	.	.	.	.	2	.	5	.
Cn1c(=S)n(/N=C/c2ccc3c(c2)OCO3)c2ccccc21	0.2	.	32	6	15	-0.1	0	2	-4	.
O=C(O)c1cccc(S(=O)(=O)Nc2ccc3[nH]c(=O)[nH]c3c2)c1	i	1.6	23	-8	-7	1.5	-1	-1	4	-3
COc1ccccc1C(=O)OCCN1CCOCC1	-1.2	.	16	-2	-6	-0.4	-2	-7	5	-3
Nc1ncnc2c1ncn2[C@@H]1O[C@H](COP(=O)(O)OP(=O)(O)OP(=O)(O)O)[C@@H](O)[C@H]1O	-0.4	0.8	.	-4	8	-6.6	-18	.	0	-4
O=C(O)CC(c1ccccc1F)N1Cc2ccccc2C1=O (centres undefined)	-0.6	1.1	2	3	6	0.3	-6	-3	-2	1
COc1ccc(C(CNC(=O)C(CCSC)NC(=O)c2ccccc2Cl)N2CCCC2)cc1 (centres undefined)	i	1.1	.	-4	-1	-0.2	7	.	4	-1
O=C(Nc1c2c(nn1-c1ccc(F)cc1)CS(=O)(=O)C2)c1ccc(S(=O)(=O)N2CCOCC2)cc1	i	-5.2	15	8	5	0.8	-2	2	3	-5
CC(=O)Nc1ccc(C(=O)c2ccccc2)cc1	-0.4	.	44	1	4	1.8	1	1	-3	-7
COc1ccc(OCC(=O)NNC(=O)c2cc3ccccc3o2)cc1	0.6	0.5	-4	2	-5	0.2	-5	3	0	-6
O=C(NNC1=NCCCCC1)c1ccccc1	1.7	.	28	3	-1	-0.6	0	0	-6	-8
O=C1Nc2cc(C(=O)N3CCOCC3)ccc2SC1N1CCOCC1 (centres undefined)	-0.6	.	14	-10	0	0.2	-1	2	0	3

Part of the list above in order of number of heavy atoms, largest number first.
SMILES	BH1578 lux ind	TcdB inh	DUSP3 inh	Rv3671c protease	MazF activator	PfHsp40 rescue	Anthrax LF prot	SARS 3CLpro inh	Yp Topo-I inh	PriA SSB inh
CCN1C(=O)[C@H]2[C@@H](c3ccc(C)cc3)N3C(=O)N(c4ccccc4)C(=O)[C@@]3(Cc3ccc(Cl)cc3)[C@H]2C1=O	i	.	-3	-13	10	0.6	-3	5	1	-3
O=C(Nc1c2c(nn1-c1ccc(F)cc1)CS(=O)(=O)C2)c1ccc(S(=O)(=O)N2CCOCC2)cc1	i	-5.2	15	8	5	0.8	-2	2	3	-5
CC(=O)NC(Cc1ccc(F)c(F)c1)C(=O)NC1CCN(c2nnnn2-c2ccccc2)CC1 (centres undefined)	-0.3	1.9	-17	-3	3	-0.6	-3	5	0	-6
COc1ccc(C(CNC(=O)C(CCSC)NC(=O)c2ccccc2Cl)N2CCCC2)cc1 (centres undefined)	i	1.1	.	-4	-1	-0.2	7	.	4	-1
O=C(O)CC(c1ccccc1F)N1Cc2ccccc2C1=O (centres undefined)	-0.6	1.1	2	3	6	0.3	-6	-3	-2	1
CC(=O)Nc1ccc(C(=O)c2ccccc2)cc1	-0.4	.	44	1	4	1.8	1	1	-3	-7

(list continues)
SMILES	BH1578 lux ind	TcdB inh	DUSP3 inh	Rv3671c protease	MazF activator	PfHsp40 rescue	Anthrax LF prot	SARS 3CLpro inh	Yp Topo-I inh	PriA SSB inh
COc1cccc(C2(O)CCN(CC(=O)Nc3nc(C)cs3)CC2)c1	-0.2	1.1	12	-7	1	-0.5	-2	-2	1	-6
CCN1C(=O)N[C@@H](CCc2ccccc2)C(C(C)=O)=C1C	-0.8	1.1	.	11	1	-1.5	0	.	-4	3
Fc1cccc(CN2CCN(c3nc4nonc4nc3NC3CC3)CC2)c1	-0.6	0.7	16	10	-5	2.8	0	1	-4	-1
N#CC1(NC(=O)COC(=O)CN2C(=O)c3ccccc3C2=O)CCCCC1	-3.7	1.9	.	-1	2	-0.5	8	.	5	-16
